JNK3 inh – inhibitors of human JNK3 kinase; P53779; purified JNK3 kinase activity, HTS; inhibition, % at 8 µM; hit rate 0.61% among 60,000; in the data active means inhibition above about 17%;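 further: 0% = DMSO and 100% = reference inhibitor; many of its hits are not listed in these tables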
FXIIa mix inh – factor XIIa (human) inhibition, mixture screen | P00748 | purified FXIIa, fluorogenic substrate, pooled mixtures | inhibition, % at 5 µM | hit rate 0.2% among 62,000;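 further: 0% = enzyme without compound and 100% = no enzyme blank; some results filed as inactive read as strong as hits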
Hsp90 block – displaces geldanamycin probe from tumor Hsp90; P07900; NCI-N417 lysate Hsp90, Cy3B-geldanamycin FP displacement; inhibition, % at 30 µM; hit rate 0.35% among 64,000; AID 429;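 active means inhibition above 50%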;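 further: 0% = tracer plus lysate wells and 100% = tracer alone without lysate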
MMP13 inh – blocks human MMP13 activity. inhibition, % at 4 µM. hit rate 0.07% among 65,000. AID 570. MMP-13 fTHP FRET cleavage, Mca fluorescence;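 active means inhibition above the mean of compound-free control plate wells plus 3 SD, cut at about 14% in these data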;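 further: 0% = DMSO wells and 100% = wells with reference MMP-13 inhibitor after basal subtraction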
AP complement – orthogonal test for alternative complement pathway inhibitors | inhibition, % at 5 µM | Human serum alternative complement pathway, LPS-coated ELISA, C3 deposition; tested in compound mixtures | hit rate 0.08% among 62,000 | AID 1235;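 active means inhibition above 30% in each of the two pooled mixtures holding the compound, so the lower value exceeds 30%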;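 further: 0% = serum in Mg-EGTA without compound and 100% = EDTA serum blank; some compounds past the cut are filed as inactive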
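Assay system: Human serum alternative complement pathway, C3 deposition on LPS-coated wells | Incubation: 1 h serum-compound exposure at 37 °C | Doses: 5 µM per compound in ten-compound mixtures | Read-out: Percent inhibition | Technique: ELISA with HRP anti-human C3 antibody, TMB substrate, absorbance 450 nm | Replication: Two pool placements per compound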
Cdc25B block – human M-phase inducer phosphatase 2 inhibition; hit rate 0.1% among 65,000; P30305; inhibition, %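 (compounds tested at 10 µM final in the well)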; AID 368; recombinant Cdc25B, OMFP fluorescence Ex485/Em525; in the data active means inhibition above about 50%
Target sequence (P30305 whole entry, looked up): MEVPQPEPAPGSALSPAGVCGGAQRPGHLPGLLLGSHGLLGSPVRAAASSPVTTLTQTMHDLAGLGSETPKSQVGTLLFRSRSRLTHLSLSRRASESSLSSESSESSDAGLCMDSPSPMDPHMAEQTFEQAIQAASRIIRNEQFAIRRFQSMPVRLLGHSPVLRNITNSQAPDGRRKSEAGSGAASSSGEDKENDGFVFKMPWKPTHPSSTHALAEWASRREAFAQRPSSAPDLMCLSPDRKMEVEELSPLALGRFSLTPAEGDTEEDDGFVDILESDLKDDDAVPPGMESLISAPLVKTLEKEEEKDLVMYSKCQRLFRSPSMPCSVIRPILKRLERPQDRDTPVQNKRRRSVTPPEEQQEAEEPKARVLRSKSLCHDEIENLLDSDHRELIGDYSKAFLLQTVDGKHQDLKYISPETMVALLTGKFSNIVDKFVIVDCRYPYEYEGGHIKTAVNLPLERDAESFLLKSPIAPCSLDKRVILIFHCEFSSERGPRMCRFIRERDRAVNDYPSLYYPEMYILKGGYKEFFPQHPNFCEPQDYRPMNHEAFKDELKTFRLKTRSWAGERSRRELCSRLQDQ
Abs 340nm – compounds absorbing at 340 nm; compound absorbance at 340 nm, fold over control; fold change at 10 µM; AID 708; 65,000 tested, under 10 active;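 active means at 10 µM dose, initial 340 nm absorbance at least 2 fold that of control wells; inactive means change under 2 fold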;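 further: initial absorbance extrapolated from kinetic A340 decline of NADH oxidation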
MKP-1 inh – inhibitors of human MKP-1 phosphatase; recombinant MKP-1, OMFP hydrolysis fluorescence; hit rate 0.15% among 65,000; AID 374; P28562; inhibition, %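 (compounds tested at a single concentration somewhere between 10 and 100 µM)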;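 active means inhibition above about 50%, limit read from the data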;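 further: 0% = DMSO max control wells and 100% = wells with enzyme stopped by NaOH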
Target sequence (P28562 whole entry, looked up): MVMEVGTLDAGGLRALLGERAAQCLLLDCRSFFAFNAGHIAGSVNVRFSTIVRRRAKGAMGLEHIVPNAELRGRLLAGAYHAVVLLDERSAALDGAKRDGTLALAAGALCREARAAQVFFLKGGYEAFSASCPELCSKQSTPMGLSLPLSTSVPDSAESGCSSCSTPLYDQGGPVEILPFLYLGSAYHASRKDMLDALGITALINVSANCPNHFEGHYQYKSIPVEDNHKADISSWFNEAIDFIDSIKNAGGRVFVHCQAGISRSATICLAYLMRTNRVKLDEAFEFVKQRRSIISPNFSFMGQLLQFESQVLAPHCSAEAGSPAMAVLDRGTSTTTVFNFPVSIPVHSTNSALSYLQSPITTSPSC
FXIa inh mix – blocks human factor XIa in pooled compound mixtures; P03951; purified FXIa, fluorogenic substrate; inhibition, % at 5 µM; hit rate 0.19% among 62,000; AID 680;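 further: each value is inhibition by a whole ten-compound pool holding the compound; 0% = enzyme with no mixture and 100% = wells lacking enzyme; strong numbers were not always called active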
* marks the source's active call; other numbers are inactive results; i = inactive; nt = not tested or not shown; [ ] = remark or other dose. Unless noted, no stated cut-off is given here; in the data, active means inhibition above about 20% (passing the limit was not always enough); inactive means the rest. An unsorted share of the library. Share with any hit: about 1.5%.

SMILES | JNK3 inh | FXIIa mix inh | Hsp90 block | MMP13 inh | AP complement | Cdc25B block | Abs 340nm | MKP-1 inh | FXIa inh mix
CN1CCN(CCCNC(=O)c2ccc(CSCc3cccc(Cl)c3)o2)CC1 | -1 | -1 | -3 | -4 | 22 | -4 | 0.99 | 38 | 5
Cc1cc(C(F)(F)F)n2ncc(C(=O)O)c2n1 | 2 | -3 | -2 | 5 | 15 | -6 | 1 | -4 | 11
Cc1ccc(Oc2ccc(OCC(=O)NC(C)C(=O)O)cc2)cc1 (stereo not given) | 4 | 5 | -2 | 0 | 6 | -4 | 0.98 | 26 | 2
COc1cc2c(cc1OC)-c1nnc(C)n1C1(CCCC1)C2 | 6 | -3 | -1 | -4 | 20 | -7 | 1 | -7 | 3
CC(=O)N1CCN(c2ccc(NCc3ccc(C(C)C)cc3)cc2)CC1 | -4 | -1 | 20 | -1 | -6 | -14 | 1 | 14 | 8
COCCCn1c(=NC(=O)c2ccncc2)c(C#N)cc2c(=O)n3cccc(C)c3nc21 | 1 | -2 | -5 | i[fluorescence artefact?] | 19 | -3 | 1.1 | -1 | -16
CC(=O)c1cccc(NC2c3ccccc3C(=O)N2Cc2ccc3c(c2)OCO3)c1 (stereo not given) | 3 | 11 | 0 | 2 | 7 | 3 | 1 | 6 | 3
CCOP(=O)(c1ccc(N(C)C)cc1)C(O)c1cc(OC)c(OC)c(OC)c1 (stereo not given) | -13 | 3 | -1 | 2 | -7 | -14 | 0.99 | -14 | -1
CCOc1cccc(C(=O)Nc2cccc(-c3nc4ncccc4o3)c2C)c1 | -6 | -16 | 0 | 2 | -2 | -3 | 0.98 | 12 | 11
CC(C(=O)NC1=NCCS1)N1C(=O)C2CC=CCC2C1=O (stereo not given) | -2 | 0 | -2 | 0 | -3 | 6 | 0.97 | -3 | -4
C/C(N)=C(/C#N)C(=O)COC(=O)c1ccncc1 | -1 | 12 | -6 | 1 | 8 | 1 | 1 | 21 | 9
Cc1nn(CC(=O)NCc2ccccc2)c(=O)c2ccccc12 | -6 | 4 | -3 | -2 | 5 | -6 | 0.97 | -5 | 7
CC1CCN(C(=O)C(Cc2ccccc2)n2cccc2)CC1 (stereo not given) | -1 | 3 | -2 | 5 | 10 | 1 | 1 | -4 | 8
COCC(=O)Nc1nnc(CCc2ccccc2)s1 | 1 | 9 | 4 | 1 | 7 | 12 | 1 | 6 | 3
CCOc1ccc(S(=O)(=O)N(CC(N)=O)c2ccc(C)cc2)cc1 | 4 | 9 | -5 | -5 | -11 | -11 | 1 | 6 | 6
CCOC(=O)CNC(=O)Cn1cnc2c(nnn2-c2cccc(Cl)c2)c1=O | 5 | 10 | -6 | -4 | -15 | -30 | 0.98 | -5 | 1
Cc1nc2sccn2c(=O)c1CCN1CCC(=C(c2ccccc2)c2ccc(F)cc2)CC1 | -3 | 16 | -1 | -3 | 11 | 19 | 0.99 | 5 | 6
CN(Cc1ccccc1)c1nc2c(c(=O)n(C)c(=O)n2C)n1CCCc1ccccc1 | -4 | 0 | 0 | 3 | 4 | -1 | 1 | 36 | 0
Cc1[nH]c(=O)[nH]c(=O)c1S(=O)(=O)N1CCCC(C(=O)N2CCN(c3ccccc3Cl)CC2)C1 (stereo not given) | nt | -13 | -7 | 2 | 6 | -7 | 1 | 14 | 1
O=C(NC1CCCCC1)c1sc(=S)n2c1[nH]c(=O)c1ccccc12 | 7 | 13 | 2 | 4 | 11 | -17 | 1 | 12 | 5
CCn1c(SCc2nc3ccccc3[nH]2)nnc1-c1ccncc1 | 11 | -2 | -5 | -1 | 14 | -2 | 1 | 0 | 4
CCOC(=O)C1CCCN(C(=O)CS(=O)(=O)Cc2ccccc2)C1 (stereo not given) | -5 | -13 | -1 | 3 | -1 | -1 | 1.1 | -8 | 1
O=C(CSc1nnc(-c2cccnc2)n1Cc1ccco1)c1ccccc1 | 6 | 4 | -3 | 4 | 12 | -14 | 1.1 | -5 | 6
CC1=C(C(=O)OC2CCCCCCC2)C(c2ccc(O)cc2)NC(=O)N1 (stereo not given) | 22* | -11 | -2 | 0 | 17 | -14 | 1.1 | 10 | 12
COC(=O)c1c(C(C)=O)cnc2ccc(Br)cc12 | -5 | 2 | 3 | 6 | 6 | -7 | 0.98 | 18 | -9
COc1ccc(C2C(C(N)=O)=C(C)Nc3ncnn32)cc1 (stereo not given) | 0 | 8 | 9 | 7 | 5 | -14 | 0.99 | -22 | 19
O=C(CN(Cc1ccco1)C(=O)CNS(=O)(=O)c1ccc(Cl)cc1)NC1CCCCC1 | -1 | 30 | -2 | 2 | 5 | 1 | 0.97 | 3 | 2
O=c1cc(NCc2ccco2)[nH]c(=O)n1-c1ccc(Br)cc1 | nt | 5 | -14 | -2 | 16 | -3 | 0.97 | 4 | 1
COc1ccccc1-n1cnnc1SC1CCOC1=O (stereo not given) | 0 | -5 | -2 | 0 | 1 | -13 | 1 | -10 | -1
O=C(OCc1cc2ccccc2[nH]c1=O)c1ccncc1 | 12 | 12 | -23 | 0 | 9 | 1 | 1 | -3 | 4

A draw from above in order of SMILES length, smallest number first.
SMILES | JNK3 inh | FXIIa mix inh | Hsp90 block | MMP13 inh | AP complement | Cdc25B block | Abs 340nm | MKP-1 inh | FXIa inh mix
COc1ccccc1-n1cnnc1SC1CCOC1=O (stereo not given) | 0 | -5 | -2 | 0 | 1 | -13 | 1 | -10 | -1
O=C(CSc1nnc(-c2cccnc2)n1Cc1ccco1)c1ccccc1 | 6 | 4 | -3 | 4 | 12 | -14 | 1.1 | -5 | 6
CC1=C(C(=O)OC2CCCCCCC2)C(c2ccc(O)cc2)NC(=O)N1 (stereo not given) | 22* | -11 | -2 | 0 | 17 | -14 | 1.1 | 10 | 12
O=C(CN(Cc1ccco1)C(=O)CNS(=O)(=O)c1ccc(Cl)cc1)NC1CCCCC1 | -1 | 30 | -2 | 2 | 5 | 1 | 0.97 | 3 | 2

Other structures:
SMILES | JNK3 inh | FXIIa mix inh | Hsp90 block | MMP13 inh | AP complement | Cdc25B block | Abs 340nm | MKP-1 inh | FXIa inh mix
c1ccc2c(CCNc3ncnc4nc[nH]c34)c[nH]c2c1 | 11 | 1 | 2 | 0 | -1 | -15 | 1.1 | 6 | 3
CNC(=O)c1ccsc1NC(=O)c1ccc(Cl)s1 | 3 | 0 | -6 | -7 | 13 | 3 | 1.1 | 3 | 4
Cc1cccc(NC(=O)c2cc(NC(=O)C3CCCCC3C(=O)O)ccc2N2CCCCC2)c1 (stereo not given) | -7 | 4 | -4 | -1 | -7 | 10 | 1 | 65* | 3
CSC1=C(C#N)C(c2ccc(C)cc2)C2=C(CCCC2=O)N1 (stereo not given) | 0 | 10 | 0 | 4 | -3 | 6 | 1 | 11 | 6
CC(=O)N1CCc2cc(S(=O)(=O)NCCC(=O)NCCc3ccccc3)ccc21 | 2 | 5 | -3 | -2 | 25 | 12 | 0.99 | 0 | 7
COc1ccc(-c2c(C(F)(F)F)oc3c(CN4CCN(C)CC4)c(O)ccc3c2=O)cc1 | 1 | 7 | -1 | 1 | -5 | 5 | 1 | 9 | 8
CC(=O)c1c(C)[nH]c(C(=O)NC2=NCCS2)c1C | 7 | 3 | -5 | -4 | 1 | -10 | 1 | 1 | -5
O=C(O)CN(c1ccc2c(c1)OCCO2)S(=O)(=O)c1ccccc1 | -2 | 10 | -1 | 0 | 8 | -4 | 1 | -1 | 3
CC(C)Cc1nc2n[nH]c(N)c2c2c1CCC2 | -3 | nt | 1 | -2 | nt | -2 | 1 | -19 | nt
CC(C)COCC1CC2(CC(C)C(=O)CC2=O)C(=O)O1 (stereo not given) | 4 | 8 | -5 | -1 | -5 | 10 | 1 | -5 | -22
Cc1cc(C)cc(CC2CC(=O)N(c3nc(C)cc(C)n3)C2=O)c1 (stereo not given) | 1 | 4 | -4 | -2 | 8 | -17 | 0.89 | 2 | 2
C/C(NCCCn1ccnc1)=C(\C#N)C(N)=O | 4 | 16 | 0 | 6 | -10 | -11 | 1 | -5 | 4
O=C(C1CCN(S(=O)(=O)c2ccc(F)cc2)CC1)N1CCOCC1 | -3 | -2 | -3 | 4 | 13 | -11 | 1 | 6 | 8
COc1ccc(NC2=C(C(C)=O)C(c3ccc4c(c3)OCO4)C(C(C)=O)C(C)(O)C2)cc1 (stereo not given) | -5 | 7 | 1 | 3 | 7 | -16 | 1.1 | -10 | 5
Cc1nnc(NC(=O)c2cccc(F)c2)s1 | 6 | 12 | 13 | -6 | 0 | -13 | 1 | 2 | 4
N#Cc1c(NC(=O)c2ccncc2)sc2c1CCC2 | -2 | -17 | -34 | 0 | 10 | 8 | 1.1 | 31 | 7
N#CC1=C2SCN(Cc3ccccc3)CN2C(=O)CC1c1ccc2c(c1)OCO2 (stereo not given) | -3 | nt | 0 | 2 | nt | 0 | 1.1 | -5 | nt
CSc1ccc(NC(=O)N2CC(C)OC(C)C2)cc1 (stereo not given) | -2 | 7 | -3 | -5 | 15 | -2 | 0.99 | -11 | -1
CC(=O)Oc1cccc(/C=c2\sc3nc(-c4ccco4)nn3c2=O)c1 | -1 | 8 | -5 | 3 | 13 | 26 | 1 | 4 | 10
CC1(C)CC(=O)c2cnc(NC(=O)CCc3ccccc3)nc2C1 | -6 | 9 | -5 | 3 | 7 | 9 | 0.98 | -6 | 5
CCOC(=O)c1ccc(NC(=O)c2nn(CC)cc2Br)cc1 | 4 | 10 | -1 | 0 | 11 | -3 | 1 | -1 | 5
COc1cccc(N2CCN(C(=O)c3ccc4nc(N5CCCCC5)sc4c3)CC2)c1 | -4 | -7 | -2 | 2 | 3 | -6 | 1.1 | 9 | 5
COC(=O)c1ccc(C(C(=O)NCc2ccccc2)N(Cc2ccco2)C(=O)c2cnccn2)cc1 (stereo not given) | 1 | 0 | 3 | 4 | -7 | -1 | 1 | 21 | -23
COc1ccc(C(CCc2ccc(C)o2)NC(=O)Nc2ccc(OC)cc2OC)cc1 (stereo not given) | nt | 0 | 2 | 0 | 13 | 2 | 1 | 30 | 11
CC(=O)c1c(C)[nH]c(C(=O)NCCc2ccccc2)c1C | -2 | 5 | -1 | -5 | 15 | -10 | 1 | 2 | 8
COc1ccc(Nc2cc(C)nc3nc(C)nn23)c(OC)c1 | 0 | -5 | -7 | 1 | 16 | -2 | 1.1 | 5 | 9
COc1ccc(CNC2=CC(=O)CC(C)(C)C2)cc1 | 0 | 6 | -1 | -11 | 12 | -14 | 1 | 9 | 12
CCOC(=O)C1=C(C)N=C(/N=C/N(C)C)SC1c1ccccc1 (stereo not given) | 5 | 3 | -4 | -1 | 2 | 2 | 1.1 | 0 | 5
O=C1c2oc3ccc(Br)cc3c(=O)c2C(c2cccnc2)N1Cc1ccco1 (stereo not given) | 1 | -1 | -1 | -1 | -7 | -7 | 0.98 | 10 | 5
CCn1c(SCC(N)=O)nnc1-c1ccco1 | 0 | 1 | 4 | 0 | -2 | -5 | 0.99 | 27 | 25
COC(=O)c1cccc(N2C(=O)C(Cl)=C(N3CCOCC3)C2=O)c1 | -4 | nt | -3 | -2 | nt | -11 | 1.1 | -1 | nt
Cc1cc(C(=O)Nn2cnnc2)cs1 | 1 | 1 | -5 | 3 | 6 | -6 | 1.1 | -4 | -7
c1ccc(-n2c(SCc3nc(-c4cccs4)no3)nnc2-c2ccco2)cc1 | -3 | 6 | -2 | 1 | 19 | -3 | 1 | 5 | 4
COc1ccc2nc(NC(=O)CSc3nnnn3C3CCCCC3)sc2c1 | -10 | 1 | -2 | 0 | -8 | -9 | 0.98 | 15 | 3
CCCc1nc(SCc2cccnc2)c2c(=O)n(C)c(=O)n(C)c2n1 | 8 | 11 | -1 | 5 | 16 | -11 | 1 | 0 | 9
Cc1ccccc1N(CC(=O)NCCSCc1ccco1)S(C)(=O)=O | 0 | 11 | -6 | 3 | 21 | -13 | 1 | 0 | 1
